# KAT2A inh – blocks human GCN5L2 histone acetyltransferase; GCN5L2 HAT assay, ThioGlo1 CoA-SH fluorescence; Potency, µM (series often up to 58.9 µM), without a hit: at the highest dose activity change, negative = inhibition, hits mostly inhibitors; actives 0.21% (n = 390,000); AID 504327
# Target sequence (Q92830 whole entry, looked up): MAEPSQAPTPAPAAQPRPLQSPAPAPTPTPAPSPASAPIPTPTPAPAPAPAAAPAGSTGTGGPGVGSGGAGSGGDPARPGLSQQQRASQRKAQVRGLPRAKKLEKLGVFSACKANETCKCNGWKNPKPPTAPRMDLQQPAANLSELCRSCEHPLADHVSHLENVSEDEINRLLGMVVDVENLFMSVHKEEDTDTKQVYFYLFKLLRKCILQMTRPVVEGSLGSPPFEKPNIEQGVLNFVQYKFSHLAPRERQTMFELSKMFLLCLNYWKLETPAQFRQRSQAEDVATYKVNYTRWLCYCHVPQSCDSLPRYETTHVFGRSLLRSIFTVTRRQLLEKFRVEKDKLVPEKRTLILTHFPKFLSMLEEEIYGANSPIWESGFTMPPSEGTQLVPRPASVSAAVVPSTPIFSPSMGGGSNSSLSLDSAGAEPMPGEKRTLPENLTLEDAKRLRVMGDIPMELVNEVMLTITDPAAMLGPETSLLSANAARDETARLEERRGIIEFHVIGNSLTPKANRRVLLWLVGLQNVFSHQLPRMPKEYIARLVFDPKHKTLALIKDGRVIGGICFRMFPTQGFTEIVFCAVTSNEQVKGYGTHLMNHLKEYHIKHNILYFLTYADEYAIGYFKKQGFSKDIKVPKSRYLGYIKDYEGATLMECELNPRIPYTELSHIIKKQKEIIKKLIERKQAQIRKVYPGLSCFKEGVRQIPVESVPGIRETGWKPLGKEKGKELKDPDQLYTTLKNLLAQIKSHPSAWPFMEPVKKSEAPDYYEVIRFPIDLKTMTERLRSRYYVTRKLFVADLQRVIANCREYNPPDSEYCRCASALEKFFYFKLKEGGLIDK
#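 Enzyme at 20nM final was mixed with library compounds for 15 min at room temperature. Peptide H3(1-25) at 75uM, acetyl-CoA at 70uM and ThioGlo1 at 50uM were then added. Plates were read immediately and after 20 min (Ex340nm/Em540nm).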
# FEN1 inhibitor – inhibitors of human flap endonuclease 1; P39748; Recombinant FEN1 flap cleavage, fluorescence, 15 min; Potency, µM (doses to about 114 µM), for the others: top-dose activity change, negative = inhibition, usual class: inhibitors; actives 0.35% (n = 390,000); also: nearly all actives have a fitted effect of over 65% in size
#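 FEN1 at 10 nM, compound pretreatment for 15 min (room temperature), 50 nM final substrate to initiate; endpoint reads at 0 and 15 min; DMSO-only plates used as vehicle background.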
# N370S GC mod – inhibitors or activators of N370S glucocerebrosidase for Gaucher disease | P04062 | N370S GC spleen homogenate, 4MU-glucoside fluorescence | Potency, µM (highest dose often 59.4 µM), for inactives: at the top dose activity change, negative = inhibition, actives largely listed as inhibitors | actives 0.092% (n = 330,000);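 also: 0% = full enzyme activity and -100% = no enzyme basal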
# * hit, by the source's call; ? = inconclusive; / = no result given; & = joins results of further samples; [ ] = another dose, or the depositor's remark. Calls follow the shape of the dose curve; as a rule, active = well fitted curve in the direction sought with a large enough effect; inconclusive = small, poorly fitted or top-dose-only effect, or another doubt; inactive = no such curve, though single readings can be large; an effect the other way counts as inactive or inconclusive. Unless noted, % is scaled to controls: 0 for no effect and ±100 for the full control effect; potency is read from the fitted curve at half-maximal effect. An excerpt (hit frequency here may not be typical).
1: Cc1cccc(-n2c(O)c(C=NC3CCS(=O)(=O)C3)c3ccccc3c2=O)c1C (stereo unspecified)
2: CC1=CC(C)(C)Nc2ccc(OC(=O)c3cccnc3)cc21
3: O=C(c1ccc2c(c1)N(Cc1ccccc1)C(=O)c1ccccc1S2)N1CCCC1
4: COc1ccc(-c2nnc(SCC(=O)c3ccc(NC(C)=O)cc3)o2)cc1OC
5: CCc1ccc2c(c1)C1(NN=C(c3ccc(C)cc3)S1)C(=O)N2 (stereo unspecified)
6: O=C1CC(N2CCN(c3nc4ccccc4s3)CC2)C(=O)N1Cc1cccs1 (stereo unspecified)
7: CC1=C(C)Cc2c(OC(=O)c3ccccc3)ccc(OC(=O)c3ccccc3)c2C1
8: Cc1nc(-c2cccc3ccccc23)ccc1C(=O)O
Screen / compound no.	1	2	3	4	5	6	7	8
KAT2A inh	-8%	-7%	-2%	-9%	-12%	-2%	31%[activator]	-2%
FEN1 inhibitor	-4%	-3%	5%	-4%	-14%	-22%	/	2%
N370S GC mod	-21%	-8%	5%	/	13%	9%	-1%	5%

# Next part, overlapping the part above by two compounds.
7: CC1=C(C)Cc2c(OC(=O)c3ccccc3)ccc(OC(=O)c3ccccc3)c2C1
8: Cc1nc(-c2cccc3ccccc23)ccc1C(=O)O
9: CCN(CC)CCCNCC(=O)Nc1ccc(OC)c(Cl)c1
10: CCN(CC)S(=O)(=O)c1ccc(N2CCCCC2)c(NC(=O)/C=C/c2cc(OC)c(OC)c(OC)c2)c1
11: COc1ccc2nc(NC(=O)c3sc4nc(C)cc(C)c4c3N)sc2c1
12: Nc1nonc1-n1nnc(C(=O)N/N=C/c2ccccc2F)c1CN1CCc2ccccc21
13: Cc1ccc(S(=O)(=O)N2CCOCC2)cc1C(=O)Nc1cccc(S(=O)(=O)N2CCCC2)c1
14: Cc1ccc(C(=O)c2ccccc2C(=O)OCC(=O)NCC2CCCO2)cc1 (stereo unspecified)
15: COc1ccc(CC(NC(C)=O)C(=O)NC2CCN(c3nc(C)cc(C)c3C#N)CC2)cc1OC (stereo unspecified)
16: CCCc1ccc(C2C3=C(CC(C)(C)CC3=O)NC3=C2C(=O)c2ccccc23)cc1 (stereo unspecified)
Screen / compound no.	7	8	9	10	11	12	13	14	15	16
KAT2A inh	31%[activator]	-2%	0%	-11%	-23%	-14%	-2%	13%	-4%	-2%
FEN1 inhibitor	/	2%	/	-4%	-7%	-18%	-2%	-7%	-1%	-1%
N370S GC mod	-1%	5%	-11%	-24%	7%	-6%	0%	3%	-12%	?

17: COC(=O)c1ccc2c(=O)n(Cc3ccc4c(c3)OCO4)c(=S)[nH]c2c1
18: Cc1nn(-c2ccccc2)nc1C(=O)Nc1nnc(C(F)(F)F)s1
19: CCc1nn2c(=O)c(S(=O)(=O)Nc3ccc(C)c(C)c3)c(C)nc2s1
20: O=C1c2ccccc2C(=Nc2ccccc2)C1c1cccc(Br)c1 (stereo unspecified)
21: O=C(Nc1nnc(S(=O)(=O)N2CCCc3ccccc32)s1)c1ccccc1
22: Cc1cc(C)n(CCC(=O)N=Nc2c(O)[nH]c3ccccc23)n1
23: CC(C)C[C@@H](COc1ccccc1)N1CCN(Cc2ccccc2)CCC1=O
24: Cc1ccc(NC(=O)Cn2c(=O)c(CNc3ccccc3)cc3cc4c(cc32)OCCO4)cc1
Screen / compound no.	17	18	19	20	21	22	23	24
KAT2A inh	30%	-4%	-1%	-3%	-5%	-17%	-2%	-6%
FEN1 inhibitor	-16%	1%	3%	-7%	2%	0%	-18%&-18%	-10%
N370S GC mod	12%	?	/	/	/	-4%	-3%	/

25: CN(C)C1(CNC(=O)C2CCN(S(=O)(=O)c3c(Cl)cccc3Cl)CC2)CCCCC1
26: O=C1/C(=C/c2ccncc2)Oc2cc(OS(=O)(=O)c3ccccc3)ccc21
27: O=C(NNc1ccc(-c2csnn2)cc1)c1cc(Cl)cc(Cl)c1
28: Clc1ccc(N2CCN(Cc3ccc(Br)o3)CC2)cc1
29: NC(=O)C1CCN(C(=O)CCNS(=O)(=O)c2cc(Br)cnc2N)CC1
30: O=C(CN1CCSc2ccccc21)N1CCN(c2cccc(Cl)c2)CC1
31: CC(=O)c1cccc(NC(=O)c2oc(C)nc2C)c1
32: CCC1CCCCN1CCCNC(=O)CCC(=O)N1CC(C)Oc2ccccc21 (stereo unspecified)
Screen / compound no.	25	26	27	28	29	30	31	32
KAT2A inh	2%	-2%	-5%	-5%	-9%	-17%	-9%	?
FEN1 inhibitor	-2%	-1%	-6%	-6%	-5%	0%	-16%	-5%
N370S GC mod	-3%	4%	16%	-7%	5%	/	-25%	3%

33: CC(=O)NCCC(=O)Nc1nc(-c2ccccc2Cl)cs1
34: C[C@H]1CN([C@@H](C)CO)C(=O)c2cccc(NC(=O)c3ccc(-c4nccs4)cc3)c2O[C@@H]1CN(C)C(=O)NC1CCCCC1
35: CCOC(=O)c1ccccc1NC(=O)c1cccc2c1C(=O)N(C1CCN(C(=O)OCC)CC1)C2
36: O=C(CSc1nnc(CNC(=O)c2ccccc2)o1)Nc1nccs1
37: O=S(=O)(Nn1cnnc1)c1ccc(F)cc1
38: Cc1cc(C)c(NC(=O)CN2C(=O)CCSc3ccc(S(=O)(=O)N4CCCC4)cc32)c(C)c1
39: COc1ccc(-n2nnnc2C2CCN(S(=O)(=O)c3cccc(C(F)(F)F)c3)CC2)cc1
40: C=CCNC(=O)COC(=O)c1ccccc1C(=O)N(C)C1CCCCC1
Screen / compound no.	33	34	35	36	37	38	39	40
KAT2A inh	-3%	-2%	-3%	-1%	-2%	2%	1%	-6%
FEN1 inhibitor	16%	1%	21%	35%[activator]	13%	-6%	4%	14%
N370S GC mod	2%	/	5%	0%	9%	/	/	0%

41: CSc1ncccc1C(=O)NCC(=O)Nc1ccc(F)c(F)c1
42: COc1ccc(NC2CCCN(C(=O)c3csc(C)n3)C2)cc1 (stereo unspecified)
43: O=C(Cn1cc(S(=O)(=O)Cc2ccccc2Cl)c2ccccc21)NCCc1ccccc1
44: CC(C)[C@H](/C=C/C[Si](C)(C)C)[C@H](C)C(O)/C=C/CCCOC(=O)C(C)(C)C (stereo partly specified)
45: NC(=NCCc1ccccc1)NS(=O)(=O)c1ccc(F)cc1
46: COc1cc2c3cc1OCc1c(O)c(OC)cc4c1C(Cc1ccc(cc1)Oc1cc(ccc1O)CC3N(C)CC2)N(C)CC4 (stereo unspecified)
47: O=C(N/N=C/c1cccnc1)c1ccc(NC(=O)c2ccccc2Cl)cc1
48: O=C(NC(=S)Nc1cccnc1Cl)c1ccco1
Screen / compound no.	41	42	43	44	45	46	47	48
KAT2A inh	-2%	-1%	-11%	/	-1%	/	-6%	-10%
FEN1 inhibitor	3%	-4%	4%	-19%	2%	-15%	1%	-8%
N370S GC mod	1%	-8%	/	5%	-7%	-2%	?	-3%

49: CN1CCN(C(=O)c2cc(=O)c3cc(Cl)cc(Cl)c3o2)CC1
50: O=C(OCC(=O)N1CCN(C(=O)COC(=O)c2ccncc2)CC1)c1ccncc1
51: O=S(=O)(c1ccc(NC(=S)NCc2ccc(F)cc2)cc1)N1CCOCC1
52: O=c1oc2ccc(F)cc2c2c1C1O[C@](c3ccsc3)(Cc3c1ccc1ccccc31)O2
53: Cc1cc(C)n(-c2ccc(C(=O)OCC(=O)NCc3ccc(Cl)cc3)cc2)n1
54: COC(=O)C1CN(C(=O)C(C)Oc2cc(C)ccc2C(C)C)c2ccccc2O1 (stereo unspecified)
55: Cc1csc(SCC(=O)NCc2cccs2)n1
56: CC(O)(CS(=O)(=O)Cc1ccccc1)c1ccc(Cl)cc1 (stereo unspecified)
Screen / compound no.	49	50	51	52	53	54	55	56
KAT2A inh	2%	1%	-1%	-1%[12.7 µM]	-2%	-8%	-2%	35%[activator]
FEN1 inhibitor	0%	-15%	-10%	/	20%	-16%	-6%	19%
N370S GC mod	-6%	?	-17%	1%[12.8 µM]	-2%	?	1%	-1%

# Part of the list above in another layout.
no.	KAT2A inh	FEN1 inhibitor	N370S GC mod	Molecule
50	1%	-15%	?	O=C(OCC(=O)N1CCN(C(=O)COC(=O)c2ccncc2)CC1)c1ccncc1
51	-1%	-10%	-17%	O=S(=O)(c1ccc(NC(=S)NCc2ccc(F)cc2)cc1)N1CCOCC1

# Additional structures
57: COCCCNC(=O)c1ccc2c(c1)nc1n2CCCCC1
58: Cc1cc(C)c2c(n1)sc1c(=O)n(Cc3ccccc3Cl)nnc12
59: COc1ccc(-c2ccc(/C=N/NC(=O)c3cccnc3)o2)c([N+](=O)[O-])c1
60: Cc1ccc(NC(=O)CSc2nnc(-c3ccncc3)o2)cc1C
61: Cc1ccc(NC(=O)COC(=O)C2CSC3(C)CCC(=O)N23)cc1S(=O)(=O)N1CCOCC1 (stereo unspecified)
62: CCN(CC(=O)Nc1ccc(NC(C)=O)cc1)C(=O)CCN1C(=O)c2cccc([N+](=O)[O-])c2C1=O
63: Cc1noc(C)c1-c1nc(CSc2ccccc2)no1
64: COC(=O)c1cc(-c2ccccc2)n(CC(=O)O)c1C
Screen / compound no.	57	58	59	60	61	62	63	64
KAT2A inh	-8%	-6%	-8%	-7%	-8%	-9%	-4%	-4%
FEN1 inhibitor	-6%	-1%	-3%	1%	-13%	5%	19%	2%
N370S GC mod	/	7%	-11%	-2%	6%	-2%	0%	6%

65: Cc1cc(C)cc(NC(=O)c2cc(S(=O)(=O)NCCC3=CCCCC3)ccc2F)c1
66: CCOc1ccccc1N(C)C(=O)NCc1noc2ccccc12
67: CC(C)N(CC#CCC1(O)c2ccccc2-c2ccccc21)CCO
68: COC(=O)c1ccc2c(=O)[nH]c(CN3c4ccccc4CC3C)nc2c1 (stereo unspecified)
69: CCN1C(c2ccccc2)C(C)C(=O)C(C)C1c1ccccc1 (stereo unspecified)
70: c1ccc(C(c2ccccc2)N2CCC3(CCNCC3)CC2)cc1
71: CCOC(=O)c1c(NC(=O)C2C3CCC(O3)C2C(=O)O)sc(C)c1-c1ccc(F)cc1 (stereo unspecified)
72: Oc1c(C=NCc2ccc(F)cc2)[nH]c2ccc(Br)c(Cl)c12
Screen / compound no.	65	66	67	68	69	70	71	72
KAT2A inh	-8%	-1%	-5%	-2%	2%	10%	-4%	1%
FEN1 inhibitor	-4%	26%	4%	4%	-1%	/	8%	/
N370S GC mod	/	/	-1%	?	8%	-1%	-20%	2%

73: C[C@@H]1CN([C@H](C)CO)C(=O)c2cc(NS(=O)(=O)c3cn(C)cn3)ccc2O[C@@H]1CN(C)S(C)(=O)=O
74: COc1ccc(C(=O)NC(=S)NNC(=O)CNC(=O)C2CCCCC2)cc1
75: CN(C)c1ccc(NC(=O)COC(=O)c2cc(Cl)ccc2[N+](=O)[O-])cc1
76: CN(C)/C=C/C(=O)c1ccn(S(=O)(=O)c2ccccc2)c1
77: COc1ccc(OC)c(Nc2nc(N)nc(CCl)n2)c1
78: CCOC(=O)/C(C#N)=C/c1c(N2CCN(C)CC2)nc2ccccn2c1=O
79: Cn1cnnc1SC(C(=O)c1ccccc1)c1ccccc1 (stereo unspecified)
80: CC(=O)O[C@@H]1C[C@H]2C(C)=C[C@H]3OC(=O)[C@@H](C)[C@H]3C[C@H]2[C@]1(C)O
Screen / compound no.	73	74	75	76	77	78	79	80
KAT2A inh	-1%	-10%	-8%	-22%	2%	-11%	0%	0%
FEN1 inhibitor	2%	-6%	-12%	?	2%	3%	-3%	-17%
N370S GC mod	/	2%	10%	0%	-2%	0%	-15%	0%

# Down the list, as entered above:
# Compounds 73 to 78 in N370S GC mod: /, 2%, 10%, 0%, -2%, 0%
# Compounds 73 to 78 in KAT2A inh: -1%, -10%, -8%, -22%, 2%, -11%

# (continued)
81: Cc1nc2c(c(=O)n1CCC1=CCCCC1)c1nc3ccccc3nc1n2/N=C/c1ccccc1
82: Cc1onc(-c2c(F)cccc2Cl)c1C(=O)NC1CC1
83: CCOC(=O)Cc1csc(SCC(=O)N2CCN(c3ccc(OC)cc3)CC2)n1
84: COc1ccc(Cl)cc1C(Nc1cccnc1)c1ccc2cccnc2c1O (stereo unspecified)
85: CCc1cccc(NC(=O)CSc2ncc3c(n2)-c2cc(Cl)ccc2N(C)S3(=O)=O)c1
86: Cc1ccc(NC(=S)NC(=O)c2ccc(-c3ccc(Cl)cc3)o2)c(O)c1
87: O=C(C1CCCC1)N1CCN(S(=O)(=O)c2ccc(Cl)cc2)CC1
88: CC1CCN(c2nc3c(c(=O)n(C)c(=O)n3C)n2CCSc2nc3ccccc3o2)CC1
Screen / compound no.	81	82	83	84	85	86	87	88
KAT2A inh	-1%	-12%	-19%	-10%	4%	15%	-2%	-13%
FEN1 inhibitor	-1%	-4%	-16%	-20%	-5%	0%	-5%	/
N370S GC mod	7%	-4%	1%	-15%	/	16%	-8%	6%
